KCNH2 3.1 block – inhibitors of human KCNH2 3.1 potassium channel isoform; U2OS KCNH2 3.1, thallium flux FluxOr; active compounds read low; AID 720553; 340,000 compounds, 0.95% hits; activity change, % (tested at about 1.8 µM);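 active = maximum activity change below -70%; inconclusive = maximum activity change from -70% to -50%; inactive = maximum activity change above -50%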;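 note: thallium influx rate constant from kinetic fluorescence after stimulation buffer; % is set by controls: 0 for no effect and ±100 for the full control effect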
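Thallium flux read-out: FluxOr dye with Red40 quencher in HBSS/HEPES, 45 min at RT. Rate constants from kinetic reads were normalized to positive and negative DMSO controls. Cells: U2OS virally expressing the 3.1 isoform.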
hERG WT inh – KCNH2 (human, wildtype) channel inhibition. Q12809. U2OS, BacMam KCNH2, thallium flux FluxOr; active compounds read low. activity change, % at 1.84 µM. 340,000 compounds, 0.37% hits;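 active = maximum activity change below -70%; inconclusive = maximum activity change between -70% and -50%; inactive = maximum activity change above -50%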; note: % is set by controls: 0 for no effect and ±100 for the full control effect
Target sequence (Q12809 whole entry, looked up): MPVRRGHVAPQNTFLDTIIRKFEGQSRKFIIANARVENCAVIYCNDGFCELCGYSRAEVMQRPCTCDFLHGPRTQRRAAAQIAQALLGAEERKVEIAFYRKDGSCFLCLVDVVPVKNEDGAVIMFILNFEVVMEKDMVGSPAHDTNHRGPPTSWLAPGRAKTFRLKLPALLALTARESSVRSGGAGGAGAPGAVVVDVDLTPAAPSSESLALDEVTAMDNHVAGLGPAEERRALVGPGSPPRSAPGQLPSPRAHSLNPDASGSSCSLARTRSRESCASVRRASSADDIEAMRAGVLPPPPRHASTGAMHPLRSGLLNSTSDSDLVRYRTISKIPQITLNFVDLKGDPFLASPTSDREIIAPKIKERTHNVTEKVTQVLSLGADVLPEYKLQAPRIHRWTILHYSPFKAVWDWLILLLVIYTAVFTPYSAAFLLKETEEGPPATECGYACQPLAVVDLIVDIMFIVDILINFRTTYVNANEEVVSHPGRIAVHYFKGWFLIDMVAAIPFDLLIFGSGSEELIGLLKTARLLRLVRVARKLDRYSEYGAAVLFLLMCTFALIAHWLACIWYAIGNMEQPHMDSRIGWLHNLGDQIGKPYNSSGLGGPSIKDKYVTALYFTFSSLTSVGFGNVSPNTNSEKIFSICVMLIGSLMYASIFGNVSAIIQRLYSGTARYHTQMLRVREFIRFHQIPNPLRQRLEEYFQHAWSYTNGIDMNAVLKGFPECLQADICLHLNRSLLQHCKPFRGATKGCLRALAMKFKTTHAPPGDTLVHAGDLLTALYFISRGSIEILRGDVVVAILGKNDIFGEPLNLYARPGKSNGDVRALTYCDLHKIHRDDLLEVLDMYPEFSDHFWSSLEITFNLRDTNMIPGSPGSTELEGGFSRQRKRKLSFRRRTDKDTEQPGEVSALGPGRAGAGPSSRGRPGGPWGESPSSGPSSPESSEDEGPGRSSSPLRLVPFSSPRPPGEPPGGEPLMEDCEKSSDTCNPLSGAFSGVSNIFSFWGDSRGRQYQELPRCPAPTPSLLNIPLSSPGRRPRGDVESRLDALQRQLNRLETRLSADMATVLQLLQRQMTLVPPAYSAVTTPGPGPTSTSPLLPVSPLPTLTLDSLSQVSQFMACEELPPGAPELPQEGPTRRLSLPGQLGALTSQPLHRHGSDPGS
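U2OS cells transduced with wild-type KCNH2 virus are loaded with FluxOr dye for 45 min, and thallium flux is measured in kinetic reads before and after stimulation buffer. Rate constants are normalized to DMSO controls.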
TRPV1 ag – agonists of human vanilloid receptor 1 (TRPV1); Q8NER1; TRPV1-expressing cells, Fluo-8 calcium influx, agonist mode; activation, % at 8.33 µM; 320,000 compounds, 0.19% hits; AID 540275; in the data active = activation above about 80%; inconclusive = between about 30% and that limit; note: 0% is about no effect
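TRPV1-expressing cells were cultured overnight at 35.5C and loaded with Fluo-8 calcium dye for 40 to 90 min at room temperature. After a 10 s baseline, compound was added and calcium influx was read kinetically for 3 min (ex 480/em 520 nm).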
AT treatment – potential ataxia-telangiectasia treatment; […] A-T fibroblasts, KAP-1 phosphorylation AlphaLISA; neocarzinostatin DNA damage 30 min before lysis; Potency, µM (top dose mostly 57.5 µM), for the others: top-dose activation, most hits filed as activators; 320,000 compounds, 0.19% hits; AID 485349; note: potency is the fitted concentration of half-maximal effect; % of control where 0% means no effect; nearly all actives have a fitted effect of over 45% in size
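hTERT-immortalized A-T patient fibroblasts ([…]), 500 cells/well in OPTI-MEM, 1% FBS, got compounds for 60 min, then NCS for 30 min at 37C. Lysates were then assayed for phospho-KAP-1 by AlphaLISA (anti-pKAP1 donor, anti-KAP1 acceptor beads), 6 hr at 25C.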
Coupling enz – inhibits coupling enzyme system, counter-screen for aldolase hits. coupling enzyme system counterscreen, AmpLite Red fluorescence. activity change, negative = inhibition, % at 58.2 µM, hits read low. 290,000 compounds, 0.67% hits. AID 2472; in the data active = activity change below about -30%; note: % is set by controls: 0 for no effect and ±100 for the full control effect
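Compounds tested against the coupling enzymes alone at 57.5 uM final; readout was AmpLite Red fluorescence (525/598 nm) after 20 min at RT.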
a7 integrin act – integrin-mediated muscular dystrophy alleviation activation; alpha7betagal myoblasts, beta-gal FDG fluorescence, 48 h; 350,000 compounds, 0.064% hits; Potency, µM (highest dose often 38.3 µM), without a hit: at the top dose activation, actives largely listed as activators;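 note: potency is the fitted concentration of half-maximal effect; 100% = response of the positive control SU9516; nearly all actives have a fitted effect of over 60% in size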
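alpha7betagal+/- myoblasts (passage 13, 250/well) treated 48 h at 37C with compounds at 1:260 dilution of DMSO stock. Lysed, then beta-galactosidase activity read as FDG fluorescence (ex 480/em 540) after 30 min, with pre-read for autofluorescence.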
GALK inhibitor – inhibitors of human galactokinase. P51570. Purified GALK, Kinase-Glo residual ATP luminescence. Potency, µM (series often up to 57.5 µM), for the others: top-dose activity change, negative = inhibition, most hits filed as inhibitors. 270,000 compounds, 0.007% hits; note: potency is the fitted concentration of half-maximal effect; % is set by controls: 0 for no effect and ±100 for the full control effect
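Compounds were pin-transferred into ATP buffer (35 uM final), then GALK plus galactose (5 nM, 100 uM final) was added. After 1 h at room temperature, Kinase-Glo Plus was added and luminescence read after 10 min.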
MBNL1 CUG block – blocks human MBNL1 binding to CUG repeat RNA; Potency, µM (doses to about 57.5 µM), without a hit: top-dose activity change, negative = inhibition, actives largely listed as inhibitors; TR-FRET MBNL1-His/biotin-(CUG)12 binding, 665/545 ratio; AID 2675; 280,000 compounds, 0.036% hits; Q9NR56; active = well fitted inhibition curve with a large enough effect in the signal ratio, with a control signal flat, not every such curve was filed as active; inconclusive = small, poorly fitted or top-dose-only effect, or effect the other way, or a change in a side signal; inactive = no such curve, though single readings can be large or run the other way; the % refers to the signal ratio; note: potency is the fitted concentration of half-maximal effect; % is set by controls: 0 for no effect and ±100 for the full control effect
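Compounds (final 92 nM to 58 uM) are added to His-tagged MBNL1 and biotin-(CUG)12, then terbium anti-His antibody and streptavidin-XL665 (5 nM final). After 60 min at room temperature, the 665/545 nm ratio is read.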
ASM inhibitor – inhibitors of human secretory acid sphingomyelinase; P17405; placental ASM, HMU-PC fluorogenic substrate, 60 min; Potency, µM (series often up to 57.5 µM), for inactives: at the top dose activity change, negative = inhibition, hits mostly inhibitors; 340,000 compounds, 0.006% hits; AID 504937; note: potency is the fitted concentration of half-maximal effect
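HMU-PC0 cleavage (9 uM final) by human placental ASM, 60 min at 37 °C following 10 min compound exposure at RT; stopped at pH 10, fluorescence Ex 386/Em 447 nm.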
CXXC DNA block – blocks binding of human MLL CXXC domain to DNA; Q03164; MLL-CXXC / FITC-HOXA9 DNA fluorescence polarization; Potency, µM (series often up to 115 µM), inactives show at the top dose activity change, negative = inhibition, most hits filed as inhibitors; 290,000 compounds, 0.037% hits; active = well fitted inhibition curve with a large enough effect in the polarisation, with a control signal flat, not every such curve was filed as active; inconclusive = small, poorly fitted or top-dose-only effect, or effect the other way, or a change in a side signal; inactive = no such curve, though single readings can be large or run the other way; the % refers to the polarisation; note: potency is the fitted concentration of half-maximal effect
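Purified MLL-CXXC (added from a 7 uM solution) was preincubated 5 min at ambient with pinned compounds in 50 mM Tris-HCl pH 7.5, 50 mM NaCl, 1 mM DTT, 0.05% BSA. Fluorescein-labeled HOX-A9 DNA (50 nM solution) followed, 30 min, then polarization read.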
The depositor's hits bear a star; ? = inconclusive; nt = no result given; [ ] = dose if it differs, or a comment. Unless noted, calls come from the whole dose curve; as a rule, active = well fitted curve in the direction sought with a large enough effect; inconclusive = small, poorly fitted or top-dose-only effect, or another doubt; inactive = no such curve, though single readings can be large; an effect the other way counts as inactive or inconclusive. Compounds as they come. Share with any hit: about 2%.

1. O=C(NCCc1ccccc1)C(=O)NCC1OCCN1S(=O)(=O)c1cccs1 (configuration not stated)
2. COc1ccc(NC(=O)c2cc(-c3ccccc3Cl)no2)cc1
3. COC(=O)Cc1nnc(NC(=O)C(C)C)s1
4. COCCN(C(=O)COC(=O)CCC1CCCC1)c1c(N)n(Cc2ccccc2)c(=O)[nH]c1=O
5. Cc1ccc(/C=C/C(=O)Nc2nc3ccccc3[nH]2)cc1
6. CCCn1c(SCC(=O)Nc2cccc(C)n2)nnc1C(C)C

Screen / compound no.	1	2	3	4	5	6
GALK inhibitor	-2%	-5%	1%	nt	0%	4%
ASM inhibitor	-1%	-1%	3%	0%	-1%	-2%
CXXC DNA block	3%	5%	1%	nt	-2%	-2%
KCNH2 3.1 block	4	-15	nt	-42	3	7
hERG WT inh	7	-3	-1	0	6	-2
Coupling enz	nt	-1	0	nt	0	-4
MBNL1 CUG block	-2%	-10%	2%	nt	-18%	6%
AT treatment	4%	6%	4%	5%	8%	8%
a7 integrin act	6%	14%	-13%	-25%	21%	24%
TRPV1 ag	2	?	1	-1	-5	2

7. CC[n+]1c(-c2ccc(C)cc2)csc1Nc1c(C)n(C)n(-c2ccccc2)c1=O
8. CC(C)NC(=O)/C(C#N)=C/c1ccc2c(c1)OCCO2
9. CCOc1ccc(N(CC(=O)NCCSCc2ccc(C)cc2)S(C)(=O)=O)cc1
10. Cc1nnc(SCC(=O)Nc2cc(C(F)(F)F)ccc2N2CCOCC2)o1
11. Cc1ccc(Sc2ncccc2/C=N/O)cc1
12. Cc1ccc(NC2CCCN(C(=O)CSc3ccncc3)C2)cc1C (configuration not stated)

Screen / compound no.	7	8	9	10	11	12
GALK inhibitor	1%	-1%	6%	0%	-1%	-1%
ASM inhibitor	4%	6%	1%	0%	-3%	1%
CXXC DNA block	6%	-20%	-3%	3%	4%	10%
KCNH2 3.1 block	6	5	6	-2	5	1
hERG WT inh	14	-7	-3	-10	1	-6
Coupling enz	5	3	2	-2	4	nt
MBNL1 CUG block	-3%	11%	19%	1%	3%	-6%
AT treatment	1%	3%	-1%	13%	-1%	5%
a7 integrin act	-46%[inhibitor]	-20%	-15%	-23%	-7%	-11%
TRPV1 ag	1	19	-4	3	11	11

13. Oc1cccc(C(Nc2nccs2)c2ccc3cccnc3c2O)c1 (configuration not stated)
14. CN1C(=O)c2ccc(NC(=O)c3ccc(N4CCCCC4)c([N+](=O)[O-])c3)cc2C1=O
15. Nc1ccc(-n2cnc3cc([N+](=O)[O-])ccc32)cc1
16. CCCCCCCCN1[C@@H](CC(=O)OC)c2cc(F)ccc2S1(=O)=O
17. COC(=O)c1cc(C)sc1NC(=O)C1C2C=CC(CC2)C1C(=O)O (configuration not stated)
18. O=S(=O)(c1ccc(Br)cc1F)N1CC[C@H](O)C1

Screen / compound no.	13	14	15	16	17	18
GALK inhibitor	-2%	0%	-1%	nt	nt	nt
ASM inhibitor	5%	-17%	0%	-3%	4%	-3%
CXXC DNA block	17%	-6%	8%	nt	-1%	nt
KCNH2 3.1 block	0	4	3	-16	1	-8
hERG WT inh	-4	-14	0	-3	13	14
Coupling enz	-1	-2	-6	nt	9	nt
MBNL1 CUG block	nt	-15%	?	nt	-5%[11.5 µM]	nt
AT treatment	-5%	-4%	0%	nt	-3%	nt
a7 integrin act	-4%	15%	-30%	-4%	1%	32%
TRPV1 ag	-6	0	1	nt	-1	nt

19. COCC1CCN(C(=O)c2cc(COc3ccc(C)c(C)c3)on2)C1 (configuration not stated)
20. Cn1nnc2cc(NC(=O)NCc3ccc4c(c3)OCO4)ccc21
21. CCCc1[nH][nH]c(=O)c1C(c1ccc(Cl)cc1)C(C#N)C#N (configuration not stated)
22. CN(C)c1cc[n+](CC(=O)N2CCCc3ccccc32)cc1
23. O=C(Nc1ccc(-c2nc3ccccc3s2)c(OC(=O)c2ccccc2)c1)c1ccccc1
24. O=C(NCCCN1CCN(CCCNC(=O)c2ccc(F)cc2)CC1)c1ccc(F)cc1

Screen / compound no.	19	20	21	22	23	24
GALK inhibitor	-3%	1%	-5%	1%	0%	2%
ASM inhibitor	-1%	-1%	-9%	3%	nt	3%
CXXC DNA block	-6%	4%	-5%	-6%	28%	2%
KCNH2 3.1 block	nt	6	3	1	-1	-14
hERG WT inh	-2	5	-4	-4	-39	-2
Coupling enz	nt	4	-1	-2	-2	-1
MBNL1 CUG block	1%	42%[activator]	18%	-2%	nt	-2%
AT treatment	-5%	-5%	nt	3%	4%	-4%
a7 integrin act	5%	14%	-6%	2%	5%	-17%
TRPV1 ag	?	-5	3	1	1	-1

25. Cc1cc(NC(=O)c2ccco2)sc1C
26. O=C1C2C3CCC(C3)C2C(=O)N1Cc1ccccc1 (configuration not stated)
27. CCC(CC)NC(=O)Nc1ccccc1C
28. O=C(NC1CCS(=O)(=O)C1)c1ccc(Br)s1 (configuration not stated)
29. Cc1nc2sc(C(c3ccc(F)cc3)N3CCOCC3)c(O)n2n1 (configuration not stated)
30. COC(=O)[C@H](CCSC)NC(=O)NCc1cccs1

Screen / compound no.	25	26	27	28	29	30
GALK inhibitor	nt	1%	-3%	nt	1%	-3%
ASM inhibitor	4%	2%	3%	-2%	-4%	11%
CXXC DNA block	nt	6%	8%	nt	0%	0%
KCNH2 3.1 block	9	17	-2	3	-29	-10
hERG WT inh	0	3	-3	3	-4	12
Coupling enz	nt	10	1	nt	2	-1
MBNL1 CUG block	nt	-7%	-5%	nt	3%	9%
AT treatment	2%	8%	1%	19%	5%	3%
a7 integrin act	8%	0%	8%	-11%	0%	9%
TRPV1 ag	?	9	3	nt	-2	0

31. O=C(CC1CCCC1)NCCS(=O)(=O)N1CCN(c2ccc(F)cc2)CC1
32. CN1CCN(C(=O)C2CCN(c3ncc(C(F)(F)F)cc3Cl)CC2)CC1
33. COc1ccc(NC(=O)c2ccc(NC(=O)CN3CCN(c4ccc(O)cc4)CC3)cc2)cc1
34. Cc1ccccc1-c1nc(CN2CCC(C(=O)NC3CCCCC3)CC2)c(C)o1
35. COc1cc(C(=O)NCCc2ccc(S(=O)(=O)N3CCCC3)cc2)cc(OC)c1OC
36. FC(F)(F)c1cccc(Cc2noc(CN3CCC(N4CCCCC4)CC3)n2)c1

Screen / compound no.	31	32	33	34	35	36
GALK inhibitor	nt	-1%	nt	0%	-2%	2%
ASM inhibitor	-1%	3%	-1%	0%	-7%	1%
CXXC DNA block	nt	10%	nt	1%	4%	27%
KCNH2 3.1 block	3	3	2	6	13	?
hERG WT inh	-6	-1	11	37	-5	16
Coupling enz	nt	-1	nt	1	-1	1
MBNL1 CUG block	nt	0%	nt	-5%	-6%	2%
AT treatment	-6%	7%	nt	1%	-1%	8%
a7 integrin act	-7%	-10%	-31%	-19%	0%	-14%
TRPV1 ag	1	?	nt	-3	-5	-1

37. Cc1ccc(S(=O)(=O)Cn2nnnc2CN2CCOCC2)cc1
38. CCN1C(=O)CSC1=NC1C2CC3CC(C2)CC1C3 (configuration not stated)
39. CN(C)/C=C(\C#N)C(=O)N/N=C/c1ccc(Cl)cc1
40. O=C(O)CN1C(=O)NC2(CCCc3ccccc32)C1=O (configuration not stated)
41. O=C(CSc1nnc(-c2ccc(S(=O)(=O)N3CCOCC3)cc2)o1)c1ccccc1F
42. Cc1ccc(S(=O)(=O)n2ccc3c2CCCC3=O)cc1
43. Cc1cc(C)n2ncc(C(=O)NCc3cccnc3)c2n1
44. CCOc1ccc(NC(=O)C/C(C)=N/NC(=O)c2cnccn2)cc1

Screen / compound no.	37	38	39	40	41	42	43	44
GALK inhibitor	11%	0%	0%	2%	-4%	-1%	-2%	1%
ASM inhibitor	0%	-14%	-1%	0%	0%	-1%	0%	5%
CXXC DNA block	1%	1%	0%	-4%	3%	3%	2%	-1%
KCNH2 3.1 block	2	5	4	4	9	3	-2	-17
hERG WT inh	0	0	6	-3	2	10	-6	2
Coupling enz	1	7	5	2	0	-2	1	nt
MBNL1 CUG block	-7%	-1%	1%	-5%	6%	-3%	-3%	4%
AT treatment	1%	?	3%	4%	5%	1%	0%	-1%
a7 integrin act	13%	-22%	1%	-6%	6%	2%	-13%	30%
TRPV1 ag	1	?	3	-4	-1	3	-2	0
